APE1 inh: APE1 (human) endonuclease inhibition; hit rate 0.35% among 350,000; recombinant APE1, TAMRA/BHQ-2 abasic DNA cleavage fluorescence; Potency, µM (series often up to 65.8 µM), inactives show at the highest dose activity change, negative = inhibition, most hits filed as inhibitors;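 also: plate controls were vehicle for no effect and reference inhibitor for full effect; nearly all actives have a fitted effect of over 55% in size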
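Substrate: short duplex with […] THF abasic site, 5'-TAMRA and 3'-BHQ-2, 50 nM final. APE1 at 0.75 nM, preincubated 15 min RT with compound. Fluorescence increase from first to third read measured activity.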
BAZ2B block: inhibitors of human BAZ2B bromodomain. hit rate 4.4% among 360,000. Potency, µM (top dose mostly 114 µM), for inactives: at the top dose activity change, negative = inhibition, actives largely listed as inhibitors. AlphaScreen BAZ2B-H3K14Ac peptide displacement. Q9UIF8. AID 504333; also: % is scaled to controls: 0 for no effect and ±100 for the full control effect; nearly all actives have a fitted effect of over 60% in size
Target sequence (Q9UIF8 whole entry, looked up): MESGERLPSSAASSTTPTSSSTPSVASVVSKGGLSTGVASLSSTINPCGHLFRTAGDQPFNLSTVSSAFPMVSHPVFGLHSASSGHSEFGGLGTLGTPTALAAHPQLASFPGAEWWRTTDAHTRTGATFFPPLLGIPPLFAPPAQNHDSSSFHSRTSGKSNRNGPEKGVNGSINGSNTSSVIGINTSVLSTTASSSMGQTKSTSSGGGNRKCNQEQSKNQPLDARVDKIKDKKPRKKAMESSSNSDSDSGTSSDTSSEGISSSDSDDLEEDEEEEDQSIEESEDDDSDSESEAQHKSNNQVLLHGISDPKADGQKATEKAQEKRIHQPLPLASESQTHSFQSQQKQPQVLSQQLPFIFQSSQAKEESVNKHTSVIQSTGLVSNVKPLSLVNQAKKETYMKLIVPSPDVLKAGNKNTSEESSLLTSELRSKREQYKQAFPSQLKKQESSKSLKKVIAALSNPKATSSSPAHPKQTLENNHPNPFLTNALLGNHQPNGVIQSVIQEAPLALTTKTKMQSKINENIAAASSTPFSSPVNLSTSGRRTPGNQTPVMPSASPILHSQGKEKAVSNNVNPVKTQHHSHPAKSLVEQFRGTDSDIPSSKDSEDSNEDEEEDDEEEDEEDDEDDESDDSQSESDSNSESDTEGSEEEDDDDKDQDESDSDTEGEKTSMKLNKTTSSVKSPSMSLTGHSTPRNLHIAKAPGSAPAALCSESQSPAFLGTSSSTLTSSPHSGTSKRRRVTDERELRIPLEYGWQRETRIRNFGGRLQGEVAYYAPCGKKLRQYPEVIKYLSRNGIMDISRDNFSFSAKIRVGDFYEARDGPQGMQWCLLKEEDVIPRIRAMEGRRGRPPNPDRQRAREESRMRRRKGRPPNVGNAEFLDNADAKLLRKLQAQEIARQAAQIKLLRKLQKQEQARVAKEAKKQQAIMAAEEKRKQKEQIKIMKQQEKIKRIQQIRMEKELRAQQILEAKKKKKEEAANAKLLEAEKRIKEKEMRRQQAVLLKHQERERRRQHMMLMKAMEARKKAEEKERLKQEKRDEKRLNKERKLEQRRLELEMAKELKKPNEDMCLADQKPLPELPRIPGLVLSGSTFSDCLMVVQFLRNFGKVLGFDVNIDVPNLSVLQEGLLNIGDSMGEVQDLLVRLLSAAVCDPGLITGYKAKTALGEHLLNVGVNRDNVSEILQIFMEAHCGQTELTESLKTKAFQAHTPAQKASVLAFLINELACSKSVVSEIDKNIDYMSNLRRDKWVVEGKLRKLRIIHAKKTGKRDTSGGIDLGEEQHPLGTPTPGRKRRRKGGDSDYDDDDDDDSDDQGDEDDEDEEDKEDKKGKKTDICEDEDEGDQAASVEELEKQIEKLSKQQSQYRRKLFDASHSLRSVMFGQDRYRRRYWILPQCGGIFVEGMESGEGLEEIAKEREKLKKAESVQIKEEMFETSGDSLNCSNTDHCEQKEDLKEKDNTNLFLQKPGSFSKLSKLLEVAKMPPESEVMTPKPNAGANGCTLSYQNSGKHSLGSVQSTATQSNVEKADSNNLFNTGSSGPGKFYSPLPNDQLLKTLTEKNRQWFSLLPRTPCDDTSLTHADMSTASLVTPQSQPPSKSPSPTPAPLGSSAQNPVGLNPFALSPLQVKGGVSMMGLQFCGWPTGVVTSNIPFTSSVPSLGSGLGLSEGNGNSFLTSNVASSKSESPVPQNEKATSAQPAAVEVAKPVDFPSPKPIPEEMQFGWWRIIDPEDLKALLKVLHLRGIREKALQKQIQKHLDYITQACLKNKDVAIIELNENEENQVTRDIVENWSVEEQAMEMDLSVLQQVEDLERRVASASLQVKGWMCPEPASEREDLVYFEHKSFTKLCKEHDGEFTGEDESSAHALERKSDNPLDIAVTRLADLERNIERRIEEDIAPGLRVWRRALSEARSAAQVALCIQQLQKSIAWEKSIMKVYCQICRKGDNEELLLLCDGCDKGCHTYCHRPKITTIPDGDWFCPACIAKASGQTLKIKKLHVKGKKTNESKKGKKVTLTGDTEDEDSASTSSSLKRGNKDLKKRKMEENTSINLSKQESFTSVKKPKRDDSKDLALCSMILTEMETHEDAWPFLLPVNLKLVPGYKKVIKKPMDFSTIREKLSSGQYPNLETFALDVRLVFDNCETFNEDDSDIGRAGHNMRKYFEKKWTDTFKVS
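In this displacement format the biotinylated H3(5-23) peptide acetylated at Lys14 serves as ligand at 50 nM, with BAZ2B at 50 nM in PBS pH 7.4 containing 0.01% Tween-20. Donor and acceptor beads are 10 ug/mL final.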
Pol eta inh: blocks human DNA polymerase eta activity; Q9Y253; recombinant Pol eta, fluorescent DNA replication assay; Potency, µM (titrated, usually from 114 µM), for inactives: at the top dose activity change, negative = inhibition, most hits filed as inhibitors; hit rate 1.2% among 390,000; also: % is scaled to controls: 0 for no effect and ±100 for the full control effect
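Pol eta (10 nM) was preincubated with compounds for 15 min at room temperature, after which fluorescent replication substrate (50 nM final) was added to start the reaction. Fluorescence was read kinetically at 0 and 10 min.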
G9a block: G9a (human) methyltransferase inhibition. Q96KQ7. G9a H3K9 monomethylation, AlphaScreen, 2 h. Potency, µM (top dose mostly 102 µM), without a hit: at the highest dose activity, negative = inhibition, hits mostly inhibitors. hit rate 8.8% among 350,000. AID 504332; also: % is scaled to controls: 0 for no effect and ±100 for the full control effect; nearly all actives have a fitted effect of over 75% in size
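Signal arises when biotinylated H3K9 peptide, once monomethylated, bridges streptavidin donor and antibody-captured acceptor beads. Enzyme at 20 nM was preincubated 15 min with test compounds; peptide 500 nM and SAM 20 uM then reacted for 2 h.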
BLM helicase inh: inhibitors of human Bloom syndrome helicase BLM; P54132; recombinant BLM DNA unwinding, fluorescence dequenching; Potency, µM (highest dose often 56.1 µM), for inactives: top-dose activity change, negative = inhibition, most hits filed as inhibitors; hit rate 0.2% among 350,000;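 also: plate controls were vehicle for no effect and no enzyme for full effect; nearly all actives have a fitted effect of over 35% in size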
POLK inh: blocks human DNA polymerase kappa activity; Q9UBT6; purified Pol kappa, fluorescent DNA synthesis assay, 10 min; Potency, µM (series often up to 107 µM), without a hit: at the top dose activity, negative = inhibition, usual class: inhibitors; hit rate 0.53% among 400,000; also: % is scaled to controls: 0 for no effect and ±100 for the full control effect
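Kinetic fluorescence readout at 0 and 10 min followed reaction start with substrate at 50 nM final. Beforehand, enzyme (10 nM Pol kappa) stood 15 min with compound at room temperature; buffer-only wells were negative controls.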
Pol iota inh: DNA polymerase iota (human) inhibition; Q9UNA4; Pol iota fluorescent replication assay, 10 min; Potency, µM (highest dose often 115 µM), inactives show at the highest dose activity, negative = inhibition, usual class: inhibitors; hit rate 1% among 390,000
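Pol iota at 10 nM preincubated 15 min with compounds at room temperature; reaction started with fluorescent substrate, 50 nM final. Fluorescence read kinetically at 0 and 10 min; buffer-only wells as negative control.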
POLB inh: inhibitors of human DNA polymerase beta; P06746; Pol beta primer extension/strand displacement, fluorescence kinetic; Potency, µM (top dose mostly 114 µM), without a hit: at the highest dose activity change, negative = inhibition, usual class: inhibitors; hit rate 1.3% among 340,000; AID 485314; also: % is scaled to controls: 0 for no effect and ±100 for the full control effect
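Pol beta (10 nM) was preincubated with compound for 15 min at room temperature. The reaction was then started with 50 nM substrate and read immediately and after a further 10 min at room temperature.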
JMJD2A Tudor: inhibitors of human JMJD2A Tudor domain | hit rate 4.4% among 390,000 | AID 504339 | AlphaScreen JMJD2A-Tudor / H3K4me3 peptide binding | Potency, µM (top dose mostly 114 µM), without a hit: at the top dose activity change, negative = inhibition, usual class: inhibitors; also: % is scaled to controls: 0 for no effect and ±100 for the full control effect; nearly all actives have a fitted effect of over 50% in size
An asterisk follows results filed as active; ? = inconclusive; · = no result given; [ ] = another dose, or the depositor's remark. Calls follow the shape of the dose curve; as a rule, active = well fitted curve in the direction sought with a large enough effect; inconclusive = small, poorly fitted or top-dose-only effect, or another doubt; inactive = no such curve, though single readings can be large; an effect the other way counts as inactive or inconclusive. Potency is read from the fitted curve at half-maximal effect. An excerpt. The share of hits here may be higher or lower than overall.

SMILES | APE1 inh | BAZ2B block | Pol eta inh | G9a block | BLM helicase inh | POLK inh | Pol iota inh | POLB inh | JMJD2A Tudor
CCCn1cc(CN2CCCC(CNC(=O)c3ccc(F)cc3)C2)c(C)n1 (stereo unspecified) | 12% | -8% | -14% | · | -4% | 2% | 1% | 8% | -9%
CCC(C)(C)NC(=O)CN(C(=O)CCC(=O)Nc1nccs1)c1ccccc1C | 30% | -19% | 5% | 36% | 1% | -8% | 141%[activator] | 3% | -8%
COc1ccc(CCNc2nc(C)nc3c2oc2ccccc23)cc1OC | ? | -34% | -11% | 7%[12.7 µM] | -1% | -2% | -5% | 9% | -25%
O=C(CCCc1nc(-c2ccccc2)no1)NC1CCCC1 | 42%[12.4 µM] | 0% | -6% | 6%[59 µM] | 0% | -2% | 25% | 19% | 6%
CCCCn1c(SC(C)C(=O)NCC2CCCO2)nc2cc(C(=O)OC)ccc2c1=O (stereo unspecified) | 1% | ? | -6% | 10% | · | -21% | 32%[activator] | · | -15%
Cc1ccc(NS(=O)(=O)c2cccc(C(=O)NCC3CCCO3)c2)cc1 (stereo unspecified) | 2% | 4% | -11% | -33% | · | -8% | 8% | · | 1%
CN1C=C(C(F)(F)F)C=C/C1=C(\C#N)c1nnc2n1CCCCC2 | 1% | -5% | 14% | -10% | 4% | -8% | 26% | 6% | -13%
Cc1[nH]nc2c1C(c1ccc(OC(=O)c3ccco3)cc1)C(C#N)=C(N)O2 (stereo unspecified) | -4% | -11% | -11% | 24%[59 µM] | 3% | 10% | -4% | 25% | -16%
CC(C)CNC(=O)C(=O)NCCCN1CCOCC1 | 13% | -8% | -15% | · | 3% | 1% | 131%[activator] | 38% | -5%
Cc1ccccc1-c1nn(-c2ccc(F)cc2F)cc1CNCCN(C)C | 19% | ? | -3% | -5%[59 µM] | 3% | 6% | 148%[activator] | 24% | ?
c1csc(-c2nn3cnnc3c3ccccc23)c1 | -1% | ? | -19% | -24% | -8% | 4% | 155%[activator] | -5% | -29%
CC(=C1C(=O)c2ccccc2C1=O)N1CCN(CCN=CC2=C(O)CC(C)(C)CC2=O)CC1 | 7% | -1% | -11% | ? | -1% | -4% | 75%[activator] | 21% | -11%
CN(C)N1C(N)=C(C#N)C(c2ccc(Cl)cc2)C2=C1CCCC2=O (stereo unspecified) | 5% | -10% | -2% | 47%[activator] | 1% | -1% | 85%[activator] | ? | -24%
CCOc1cc(C(=O)Nc2ccc(NC(C)=O)cc2)ccc1OCC(=O)N1CCCCC1 | -1% | -28% | -1% | 8%[59 µM] | 1% | -20% | 117%[activator] | ? | 0%
Cc1cc(C)cc(NC(=O)Cn2nnc(-c3nc(-c4ccncc4)no3)c2N)c1 | · | ? | 1% | -36%[59 µM] | -7% | -6% | 25% | ? | 56µM*
CCOC(=O)c1c(C(C)(C)C)oc2ccc(OCC#N)cc12 | -2% | 59%[activator] | -20% | 160%[activator] | -15% | -14% | -11% | 2% | 97%[activator]
C=CCOc1c2ccc(C(=O)NCc3ccc(C)cc3)cc2nn1C | 1% | 3%[57.1 µM] | 0% | -44% | -2% | -9% | 6% | 1% | -17%
COC(C[C@@H](O)CC(=O)[C@H](C)OCc1ccccc1)OC | 5% | -4% | -8% | 44%[59 µM] | 1% | 5% | 40%[activator] | 3% | 1%
O=C(NCc1ccccn1)c1cc(-n2cnnc2)ccc1Cl | -1% | 7% | 0% | -16%[12.7 µM] | -2% | -5% | -3% | -16% | -17%
COc1cccc2cc(C(=O)N3CCN(c4cc(C)ccc4C)CC3)c(=O)oc12 | · | -21% | -14% | -1%[59 µM] | -8% | -7% | ? | -10% | -26%
CCCCNC(=S)N(C)/N=C/c1c(F)c(F)c(F)c(F)c1F | -3% | 48%[activator] | -8% | 90%[activator][59 µM] | -7% | -21% | -20% | 5% | -5%
CCn1cc(CCC(=O)NCc2cccc(OC)c2OC)c2ccccc21 | 16% | -16% | -11% | -17% | -1% | -12% | 52%[activator] | -27% | -26%
CC(=O)c1ccc(NC(=O)Cn2c(-n3nc(C)cc3C)nc(C)c(C)c2=O)cc1 | · | -6% | 22% | 4µM* | -2% | -8%[60.1 µM] | -7% | 1% | -18%
Cc1ccc(C2CC(C(F)(F)F)n3ncc(C(=O)NCc4ccco4)c3N2)cc1 (stereo unspecified) | -2% | ? | -18% | 45µM* | -9% | -14% | ? | 20% | ?
COc1ccc(-n2c(C)cc(/C=C3\SC(=S)NC3=O)c2C)cc1 | 2% | -12% | ? | · | -10% | -17% | -28% | -3% | -23%
CCc1ccc(NC(=O)NCCCN2CCCC2=O)cc1 | 14% | -2% | -6% | 62%[activator] | 0% | -4% | -1% | 19% | -15%
CCc1cccc(C)c1NC(=O)CSc1nc2ccc(N3C(=O)c4ccccc4C3=O)cc2s1 | 0% | 3% | -8% | · | -6% | 1% | 10% | ? | -6%
CC(C)CCN(CCC(C)C)CC(O)Cn1c2ccccc2c(=O)c2ccccc21 (stereo unspecified) | 1% | 12% | -1% | 24% | -7% | 7% | 12% | 21% | 11%
CN(C)c1cccc(-c2nnc(SCCCC#N)o2)c1 | -3% | -33% | 5% | 23%[0.501 µM] | 2% | 3% | 22% | -1% | -13%
COc1c(F)c(F)c(C(=O)Nc2ccc(NC(=O)c3ccco3)cc2)c(F)c1F | -4% | 3% | ? | 7%[59 µM] | -6% | 0% | 10% | -4% | -17%
COc1ccc(C(=O)NC2CCSc3ccccc32)cc1S(=O)(=O)N1CCOCC1 (stereo unspecified) | -17% | -5% | -7% | 8%[0.501 µM] | · | -6% | 17% | · | -12%
CC1(C)CC(NC(=O)c2cc(Cl)ccc2Cl)CC(C)(C)N1 | 19% | -4% | -11% | 47% | 1% | -1% | 88%[activator] | -1% | 0%
O=C(C/C(=N\NC(=O)c1ccccc1Br)C(F)(F)F)c1cccs1 | -7% | -4% | -6% | -14%[59 µM] | -2% | -2% | -2% | 40% | -23%
CC(C)=NNc1ncnc2nc[nH]c12 | · | · | -3% | · | · | -7% | -9% | · | 25µM*
O=C(C1CC1)N1CCc2cc(Br)cc(S(=O)(=O)Nc3ccc(F)c(F)c3)c21 | · | -15% | -15% | -7%[59 µM] | -3% | -5% | 52%[activator] | 2% | -12%
COc1ccc(C(=O)NC(=O)COC(=O)C2CC2C)cc1 (stereo unspecified) | 35% | · | -6% | · | · | -7% | 36%[activator] | · | -1%
Cc1cccc(N2CCN(S(=O)(=O)c3ccc(-c4cc(C)no4)s3)CC2C)c1 (stereo unspecified) | -8% | -4%[57.1 µM] | -11% | 19% | -2% | -12% | -3% | 1% | -20%
O=c1oc2c(CN3CCCCC3)c(O)ccc2c2c1CCCCC2 | -1% | -12% | -18% | 1% | -5% | -24% | 16% | 1% | -12%
Cc1ccccc1-n1c(Cn2c(=O)sc3ccccc32)nnc1SCC(=O)N1CCCC1 | 2% | 12% | 1% | -17%[59 µM] | 2% | -4% | 0% | -5% | -16%
O=C(COC(=O)Cc1cccc(C(F)(F)F)c1)NC(=O)NC1CCCC1 | -10% | · | -18% | · | · | -19% | 0% | · | -3%
Cc1noc(C)c1C(=O)N1CCC[C@@]2(CCN(Cc3cc(C(F)(F)F)cc(C(F)(F)F)c3)C2)C1 | 3% | · | · | -20%[12.7 µM] | -2% | ? | · | · | ·
N#CC(=C(O)COC(=O)Cc1c[nH]c2ccccc12)c1nc2ccccc2[nH]1 | · | · | -23% | · | · | -13% | 59%[activator] | · | -32%
O=C(COc1ccc(Br)cc1)NNC(=S)NCc1ccccc1 | -15% | -6% | -1% | ? | -4% | 0% | 26% | 13% | -33%
CC(C)N1CCc2c(sc(NC(=O)CN3C(=O)c4ccccc4C3=O)c2C(N)=O)C1 | 1% | -23% | -8% | -40% | 0% | -14% | 17% | 5% | -3%
Cc1ccc(OCC(=O)Nc2ccc3nc(Nc4cccc(Cl)c4)cc(C)c3c2)cc1 | · | 6% | -16% | 3%[59 µM] | -5% | 8% | -18% | -1% | 17%
O=C(N[C@H](CO)Cc1ccccc1)c1ccco1 | · | · | -4% | · | · | -19% | 7% | · | 0%
Cc1ccccc1NC(=S)N(Cc1ccco1)C(C)c1ccccn1 (stereo unspecified) | 4% | -1% | 7% | 0% | 0% | -8% | 15% | 13% | -21%
COCCNS(=O)(=O)c1cc(OC)ccc1OC | 3% | -24% | -7% | ? | -6% | -8% | 83%[activator] | 7% | 2%
Cc1nc(Nc2ccc(Cl)cc2)c(C#N)c(=O)[nH]1 | 29% | -7% | ? | -4% | -12% | -17% | 60%[activator] | 12% | -11%
CCC12CN3CC(CC)(CN(C1)C3c1c[nH]c3ccccc13)C2=O (stereo unspecified) | · | ? | -14% | -14%[59 µM] | -4% | -1%[60.1 µM] | -7% | 0% | -17%
COc1cccc(-c2nn3c(=O)cc(CN4CCN(S(=O)(=O)c5ccc(C)cc5)CC4)nc3s2)c1 | · | 1% | -16% | 1%[59 µM] | -3% | 4%[60.1 µM] | 0% | 14% | -7%
COc1ccc([N+](=O)[O-])cc1N(CC(=O)NCCSc1ccccc1)S(C)(=O)=O | 1% | -19% | -12% | -9% | 0% | 0% | 87%[activator] | -2% | -7%
O=C(Nc1ccccc1)N1CCN(C(=O)c2nsc3ccccc23)CC1 | · | 1% | -14% | -4%[59 µM] | -1% | -12%[60.1 µM] | 12% | 2% | -13%

Quoted at random: 5 compounds from above, in no set order.
SMILES | APE1 inh | BAZ2B block | Pol eta inh | G9a block | BLM helicase inh | POLK inh | Pol iota inh | POLB inh | JMJD2A Tudor
Cc1ccc(OCC(=O)Nc2ccc3nc(Nc4cccc(Cl)c4)cc(C)c3c2)cc1 | · | 6% | -16% | 3%[59 µM] | -5% | 8% | -18% | -1% | 17%
Cc1nc(Nc2ccc(Cl)cc2)c(C#N)c(=O)[nH]1 | 29% | -7% | ? | -4% | -12% | -17% | 60%[activator] | 12% | -11%
COc1ccc([N+](=O)[O-])cc1N(CC(=O)NCCSc1ccccc1)S(C)(=O)=O | 1% | -19% | -12% | -9% | 0% | 0% | 87%[activator] | -2% | -7%
O=C(COc1ccc(Br)cc1)NNC(=S)NCc1ccccc1 | -15% | -6% | -1% | ? | -4% | 0% | 26% | 13% | -33%
COc1cccc(-c2nn3c(=O)cc(CN4CCN(S(=O)(=O)c5ccc(C)cc5)CC4)nc3s2)c1 | · | 1% | -16% | 1%[59 µM] | -3% | 4%[60.1 µM] | 0% | 14% | -7%
